12-hLO inh = qHTS Assay for Inhibitors of 12-hLO (12-human lipoxygenase); AID 1452, 2008; Potency, µM (doses to about 57.1 µM), for the others: at the highest dose activity change, negative = inhibition, most hits filed as inhibitors; Polyunsaturated fatty acid lipoxygenase ALOX12 (Homo sapiens), P18054; purified 12-hLO, xylenol orange hydroperoxide absorbance; 150,000 tested, 0.12% active; note: potency is the fitted concentration of half-maximal effect; nearly all actives have a fitted effect of over 55% in size; many of its hits are not listed in these tables
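Purified human 12hLO (150 nM final) was preincubated with compounds for 15 min at room temperature in 25 mM Hepes pH 7.0, 0.01% Triton X-100, then reacted with 40 uM arachidonic acid for 30 min. Hydroperoxide was detected with ferrous iron/xylenol orange.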
IMPase inh = qHTS Assay for Identifying the Cell-Membrane Permeable IMPase Inhibitors. inhibition (IP1 accumulation), % at 46.1 µM. CHO-M1 cells, IP1 accumulation, HTRF TR-FRET ratio. 120,000 tested, under 10 active; active = well fitted curve in the direction sought with a large enough effect in the signal ratio, not every such curve was filed as active; inconclusive = small, poorly fitted or top-dose-only effect, or a change in a side signal; inactive = no such curve, though single readings can be large or run the other way; the % refers to the signal ratio;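 note: cells stimulated with carbachol in lithium chloride buffer; plate controls were DMSO basal wells for no effect and reference inhibitor wells for full effect; higher means more IMPase inhibition seen as more IP1 and lower FRET ratio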
Target sequence (P97697 whole entry, looked up): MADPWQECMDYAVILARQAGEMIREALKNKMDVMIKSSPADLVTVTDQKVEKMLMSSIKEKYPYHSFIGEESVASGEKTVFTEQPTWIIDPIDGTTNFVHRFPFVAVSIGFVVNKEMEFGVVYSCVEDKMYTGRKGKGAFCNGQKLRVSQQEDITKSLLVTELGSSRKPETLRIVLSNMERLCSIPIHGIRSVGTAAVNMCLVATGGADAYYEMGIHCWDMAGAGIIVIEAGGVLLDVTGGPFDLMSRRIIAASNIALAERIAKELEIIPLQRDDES
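Measured: the HTRF emission ratio (665/620 nm) plus the 620 nm donor channel, each fitted to the Hill equation to give AC50. Cells were CHO-M1 given compounds up to 46 uM and a 30 min carbachol stimulation at 37C.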
ALOX15B inhib = qHTS Assay for Inhibitors of 15-hLO-2 (15-human lipoxygenase 2); purified 15hLO-2, xylenol orange hydroperoxide absorbance; AID 881, 2007; 110,000 tested, 0.56% active; Polyunsaturated fatty acid lipoxygenase ALOX15B (Homo sapiens), O15296; Potency, µM (series often up to 57.1 µM), for inactives: at the top dose activity change, negative = inhibition, hits mostly inhibitors; note: potency is the fitted concentration of half-maximal effect; nearly all actives have a fitted effect of over 60% in size; many of its hits are not listed in these tables
Target sequence (O15296 whole entry, looked up): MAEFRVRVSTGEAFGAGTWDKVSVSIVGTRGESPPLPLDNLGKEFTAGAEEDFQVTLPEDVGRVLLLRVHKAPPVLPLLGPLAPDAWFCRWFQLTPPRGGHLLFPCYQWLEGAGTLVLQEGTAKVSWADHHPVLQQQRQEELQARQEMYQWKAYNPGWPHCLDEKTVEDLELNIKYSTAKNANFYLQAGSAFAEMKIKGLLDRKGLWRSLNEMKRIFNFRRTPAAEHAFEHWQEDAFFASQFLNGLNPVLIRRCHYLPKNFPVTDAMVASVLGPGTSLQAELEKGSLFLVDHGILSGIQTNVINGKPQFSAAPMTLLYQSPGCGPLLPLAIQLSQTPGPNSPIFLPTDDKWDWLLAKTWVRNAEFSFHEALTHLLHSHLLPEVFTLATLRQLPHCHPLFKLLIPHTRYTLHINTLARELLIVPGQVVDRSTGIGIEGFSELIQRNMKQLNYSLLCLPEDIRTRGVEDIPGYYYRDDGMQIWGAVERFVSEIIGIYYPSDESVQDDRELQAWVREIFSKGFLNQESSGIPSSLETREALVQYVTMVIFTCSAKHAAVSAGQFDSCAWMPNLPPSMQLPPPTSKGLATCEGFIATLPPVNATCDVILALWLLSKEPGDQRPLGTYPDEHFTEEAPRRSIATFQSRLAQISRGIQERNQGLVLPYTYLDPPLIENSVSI
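Enzyme 50 nM, AA 45 uM, 25 mM Hepes pH 7.5 + 0.01% Triton X-100; cpd preinc 15 min RT, rxn 90 min RT; stop/detect with 200 uM XO + 300 uM Fe(II) in 50 mM H2SO4, 30 min; A573/A405.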
PNC inhibitor = High Content Assay for Compounds that inhibit the Assembly of the Perinucleolar Compartment; activity change (PNC), negative = inhibition, % at 10 µM; PC3M PTB-GFP, PNC prevalence imaging, 16 h; active compounds read low; AID 2417, 2010; 140,000 tested, 3.1% active;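 active = readout at or below -70, meaning at least 70% loss of cells showing the perinucleolar compartment, a nuclear body marking cancer cells; inconclusive = readout between -30 and a set limit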;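 note: plate controls were DMSO wells for no effect and camptothecin positive control wells for full effect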
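Read-out is percentage of cells bearing a perinucleolar compartment, from automated 20x imaging of fixed, Hoechst-stained PC3M PTB-GFP cells. Cells were seeded 4 h, then exposed 16 h to compound (23 nl of library stock) in duplicate plates.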
Active calls of the source: *; ? = inconclusive; / = not tested or not shown; & = joins results of further samples; [ ] = dose if it differs, or a comment. Unless noted, calls come from the whole dose curve; as a rule, active = well fitted curve in the direction sought with a large enough effect; inconclusive = small, poorly fitted or top-dose-only effect, or another doubt; inactive = no such curve, though single readings can be large; an effect the other way counts as inactive or inconclusive. Unless noted, % is set by controls: 0 for no effect and ±100 for the full control effect. An excerpt, so the mix of outcomes need not match the whole.

nr	smiles	12-hLO inh	PNC inhibitor	ALOX15B inhib	IMPase inh
1	Cc1ccc(N2C(=O)C(Cl)=C(Nc3c(C)n(C)n(-c4ccccc4)c3=O)C2=O)cc1	-23.0%	?	-2.6%[11.4 µM]	8.1[1.84 µM]
2	Brc1ccc([C@H]2CN3CCSC3=N2)cc1	-5.1%	/	-7.1%	?
3	Cc1ccc(Oc2nnc(-c3cccs3)c3ccccc23)cc1	1.1%	14.0	/	/
4	O=C(COC(=O)CC1CC2CCC1C2)NC(=O)NCc1ccco1 (stereo not given)	11.2%	17.3	-6.1%	4.2
5	CCN(CCNC(=O)Cn1c(=O)sc2ccccc21)c1ccccc1	-5.6%	-24.9	-2.6%	5.5
6	CC1Cc2ccccc2N1C(=O)CSc1nnc2c(n1)[nH]c1ccccc12 (stereo not given)	-1.4%	-4.5	-6.1%	1.0
7	COc1ccc(NC(=O)c2c(C)oc3c2CCCC3)cc1	-2.8%	-6.4	2.7%	-2.5
8	Cc1cccc(CSCCNC(=O)c2ccc(CN3CCOCC3)cc2)c1	-0.5%	102.8	/	/
9	Cc1ccccc1C(=O)O/N=C(\c1ccccc1)c1ccccn1	-0.5%	51.0	/	/
10	Cc1cccc(N(CC(=O)NC2CCCC2)C(=O)CS(=O)CC(=O)Nc2ccc3c(c2)OCO3)c1C (stereo not given)	-2.9%	-10.3	/	0.3
11	Cc1cc2c(C)cc(=O)oc2c2c1NCCC2	-3.9%	3.3	-5.9%	-15.8
12	COc1ccccc1NS(=O)(=O)c1cc(N/C(=N\S(=O)(=O)c2ccccc2)c2ccc(F)cc2)ccc1Cl	2.0%	-27.6	/	/
13	O=C(COC(=O)CSc1cccc2cccc(Cl)c12)Nc1ncc(C(F)(F)F)cc1Cl	-8.4%	-23.4	/	?
14	Nc1ncnc2c1nc(Br)n2C1CC(O)C(CO)O1 (stereo not given)	4.2%	/	-2.9%	/
15	CCN(CC)c1cc(C)c2ccccc2n1	3.4%	3.4	/	?
16	O=C(c1ccco1)N1CCN(S(=O)(=O)Cc2ccc(Cl)cc2)CC1	4.3%	-22.6	-1.4%	7.1
17	CCOC(=O)c1[nH]c2ccccc2c1NC(=O)CCN1CC(C)OC(C)C1 (stereo not given)	-4.3%	25.5	-5.7%	6.1
18	COc1cc2c(cc1OC)CN(C(=S)Nc1ccc(C)cc1C)CC2	0.0%	-15.4	/	1.4
19	N#CCCn1nnc2ccccc21	-0.6%	-23.2	0.8%	?
20	COc1cc2c(cc1NC(=O)CSc1nc3ccccc3[nH]1)oc1ccccc12	2.9%	-8.5	13.9%	-0.9
21	CC(C)CC(=O)NC(=S)Nc1cccc(NC(=O)c2ccccc2)c1	-9.6%	?	/	/
22	O=C(N/C(=C/c1cccc(Br)c1)c1nc(=S)[nH][nH]1)c1ccccc1	?	?	/	?
23	Cc1ccc(OCC(=O)NNC(=O)c2cc(C)[nH]n2)cc1	-2.6%	?	/	/
24	Cc1nonc1NC(=O)c1ccccc1Br	-3.8%	-15.2	-3.0%	5.9
25	Cc1ccc(OCC(=O)Nc2sc3c(c2C#N)CCC3)cc1C	1.0%	45.4	/	-1.9
26	C#CCONC(=O)c1cc(OCC(F)(F)F)ccc1OCC(F)(F)F	-2.4%	81.2	/	4.6
27	Cn1c(Cl)cnc1C1CC(=O)c2cc(Cl)ccc2O1 (stereo not given)	-14.1%	-112.1*	-27.2%	9.5
28	CC1=NN(C(=O)c2ccc(Cn3cc([N+](=O)[O-])cn3)cc2)C(O)(C(F)(F)F)C1 (stereo not given)	2.0%	?	/	/
29	COc1ccccc1C(=O)Nc1ccc(C2=NNC(=O)CC2C)cc1 (stereo not given)	-1.8%	-113.8*	/	/
30	COc1cc2cc(CN(Cc3cccnc3)C(=O)NCc3ccccc3)c(=O)[nH]c2cc1OC	4.0%	4.0	10.7%	3.6
31	O=C1OC(/C=C/c2ccccc2)=NC/1=C/c1ccco1	1.4%	25.8	/	/
32	COc1ccc(/C=C/C(=O)OCC(=O)NCc2ccco2)cc1OC	-1.4%	22.2	/	/
33	CC(=O)OC1C[C@@]2(C)C(c3ccoc3)OC(=O)C3O[C@@]32[C@]2(C)C(OC(C)=O)CC3C(C)(C)C(OC(C)=O)CC(OC(C)=O)[C@@]3(C)C12 (stereo not given in full)	1.0%	/	-1.4%	/
34	O=c1cc(N2CCN(Cc3ccccc3)CC2)[nH]c(=O)n1-c1ccc(Br)cc1	4.1%	-22.6	0.2%	0.2
35	CCOc1ccccc1CN1C(=O)c2ccccc2C1C(=O)NCC1CCCO1 (stereo not given)	-0.3%	-21.2	3.2%	3.2
36	CC(=O)Oc1ccc(-c2csnn2)cc1	-2.2%	?	3.0%	-10.1
37	Cc1ncoc1C(=O)Nc1nccs1	10.2%	9.6	0.9%	?
38	COc1ncc2nc(CCc3ccccc3)c(=O)n(CCC#N)c2n1	1.6%	/	17.6%	/
39	CCCn1c(-c2ccc(F)cc2)nc2c(NCC3CCCN3CC)nc(C)nc21 (stereo not given)	-1.3%	/	29.7%	/
40	C1=C(CCNc2ncnc3c2cnn3-c2ccccc2)CCCC1	-12.2%	23.7	10.4%	-1.9
41	CC(=O)Oc1cc(OC(C)=O)c2c(c1)OC(c1ccc(OC(C)=O)c(OC(C)=O)c1)C(OC(C)=O)C2 (stereo not given)	-2.4%&-5.1%	/	-13.1%&1.1%	/
42	COc1cccc(C(=O)N/N=C2/SCC(=O)N2CCc2ccc(OC)c(OC)c2)c1	2.5%	-2.2	-10.7%[11.4 µM]	?
43	CC(=O)Nc1c(C)nn(-c2ccc(C)c(C)c2)c1C	0.1%	20.4	-3.8%	-2.3
44	COc1ccc(CNC(=O)C2CCCN(S(=O)(=O)c3c(C)n[nH]c3C)C2)cc1 (stereo not given)	1.3%	?	-0.4%	7.7
45	CCOC(=O)c1[nH]c(C)c(C(=O)NCCCN2CCOCC2)c1C	-4.0%	-24.5	-7.4%	1.7
46	CCOC(=O)c1nnn(CC(=O)Nc2cccc(Cl)c2C)c1C(=O)OCC	-2.5%	-3.3	7.2%	-1.5
47	Cc1ccc(S(=O)(=O)NCCCN2CCOCC2)cc1C	-7.7%	-25.9	/	-2.3
48	CCOc1cc(C)c(S(=O)(=O)Nc2ccc3cn[nH]c3c2)cc1C	-16.0%	-10.8	33.1%[activator]	4.1
49	CSc1ccccc1NC(=O)CCn1c(=O)sc2ccccc21	-2.5%	-10.0	-11.1%	-17.5
50	Cc1ccc2nc(N3CCN(c4cccc(C)c4C)CC3)c3nnnn3c2c1	3.3%	35.4	4.1%	-1.2&-4.0
51	CC1(C)NC(C)(C)C(O)(C(N)=O)C1=O (stereo not given)	5.6%	7.4	-1.3%	0.0
52	COc1ccc(CCNC(=O)c2ccc(CN3CCOCC3)cc2)cc1	6.4%	13.3	2.2%	6.4
53	Cc1ccc(NS(=O)(=O)c2ccc(C(=O)N3CCN(c4ccccn4)CC3)cc2)cc1	-9.7%	7.9	-2.2%	-1.8
54	CC(=O)N1CC=CC1(CC(C)C)C(=O)NCc1ccccn1 (stereo not given)	2.5%	/	-4.1%	/
55	CCCCn1c(Nc2ccccc2)nc2ccccc21	7.8%	?	-5.0%	-1.1
56	CCCNC(=O)NC(=O)CSc1nc2ccccc2n1CC(C)C	0.9%	-6.0	1.0%	2.1
57	Cc1cc(CSc2ccccc2)ccc1NC(=O)COc1ccccc1C	-0.5%	20.1	/	-5.4
58	CC(=O)N1CCC2(CC1)CN(C(=O)Nc1cccc(C#N)c1)C2	-2.0%	/	-1.3%	/
59	C=C1c2cccc(OC)c2O[C@H](C(=O)OCC)[C@@H]1CC(CC)CCCC (stereo not given in full)	-0.3%[0.00818 µM]	/	7.6%[0.0915 µM]	/
60	Oc1ccccc1/C=N/c1c(-c2ccco2)nc2ccccn12	-18.7%	-17.4	-18.4%	15.8

Later entries.
nr	smiles	12-hLO inh	PNC inhibitor	ALOX15B inhib	IMPase inh
61	Fc1cccc(C[n+]2csc3ccccc32)c1	-20.9%	32.4	/	11.7
62	O=C(c1cnn2c(C(F)(F)F)cc(-c3ccc4c(c3)OCO4)nc12)N1CCCC1	-4.3%	14.1	-12.1%	-0.4
63	Cc1noc(/C=C/N(C)C)c1S(=O)(=O)NC1CCCCC1	-14.0%	-13.3	13.1%	2.6
64	N#Cc1ccc(-c2csc(NC(=O)c3ccc(S(=O)(=O)N4CCc5ccccc5C4)cc3)n2)cc1	-1.8%	33.7	/	/
65	CCN1CCN(CC(=O)Nc2ccccc2)C(=O)C1=O	1.1%	-29.7	4.5%	1.4
66	O=C(NC(=S)Nc1ccccc1O)c1ccc(-c2ccc(Cl)cc2)o1	-26.9%	-14.8	-27.1%	2.5
67	O=C(/C=C/c1ccccc1Cl)c1cccnc1	-3.5%	5.2	-8.9%	4.9
68	Cc1cc(=O)n2nc(N3CCCC3C(=O)NCCCN3CCCCC3)sc2n1 (stereo not given)	1.3%	-3.9	3.3%	3.7
69	CCN1CCN(C(=O)c2cc3cc4cc(OC)ccc4nc3s2)CC1	-6.1%	?	4.0%	8.5
70	COc1ccc(N2CC(C(=O)NCCC3=CCCCC3)CC2=O)cc1 (stereo not given)	-3.2%	-24.7	-0.7%	-7.8
71	CC(C)Cc1nnc(NC(=O)CSc2nc(=O)cc(N)n2-c2ccccc2)s1	-2.7%	-0.7	-28.9%	1.9
72	Cc1cc(C(=O)CSc2nnc(-c3ccccc3F)o2)c(C)n1Cc1cccs1	-8.5%	?	?	9.4
73	Cc1cc(C)c2oc(C(=O)Nc3nnc(C(C)C)s3)cc(=O)c2c1	-3.7%	36.2	/	/
74	COC(=O)[C@@]1(Cc2ccc(OC)cc2)[C@H]2c3cc(C(=O)N4CCCC4)n(Cc4ccsc4Br)c3C[C@H]2CN1C(=O)c1ccccc1	-1.6%	/	-3.6%	/
75	CCCC(=O)Nc1ccc(-c2cnc(-c3ccc(NC(=O)CCC)cc3)nc2)cc1	2.6%	31.8	/	-1.6
76	O=C(CSCc1c(Cl)cccc1Cl)Nc1nccs1	-2.7%	-11.5	1.7%	8.7
77	Cc1cccc(-n2c(C)cc(/C=N/NC(N)=S)c2C)c1	?	-5.4	/	7.1
78	COc1ccc(S(=O)(=O)NC(CC(=O)NCC2CCCO2)c2ccco2)cc1 (stereo not given)	-6.0%	?	11.6%[11.4 µM]	-1.0[1.84 µM]
79	O=S(=O)(c1ccccc1)c1nc(-c2ccco2)oc1NCCCN1CCOCC1	7.7%	-4.1	-8.9%	2.9
80	Cc1ccc(-c2cc(C(F)F)n3ncc(C(=O)N4CCN(c5ccccn5)CC4)c3n2)cc1	-11.2%	3.1	4.2%	14.9
81	CN(c1ccc(C(=O)NC2CC3CCC2C3)cc1)S(C)(=O)=O (stereo not given)	0.9%	-1.5	-7.7%	-0.6
82	CCOC(=O)C1CCCc2c1[nH]c1c(C(N)=O)cccc21 (stereo not given)	-9.0%	-1.5	0.5%	3.8
83	CCOc1ccc(Cn2nnc(C(=O)Nc3ccc(OC)cc3OC)c2N)cc1	-2.8%	-7.4	-4.0%	1.5
84	O=C(Cn1cnc2c(nnn2-c2ccccc2)c1=O)N1CCOCC1	1.8%	?	0.4%	4.5
85	CCOc1ccc(Nc2nc3ccccc3n3nnnc23)cc1	-2.2%	-14.7	-4.4%	4.2
